POLB inh = qHTS Assay for Inhibitors of DNA Polymerase Beta; P06746; Pol beta primer extension/strand displacement, fluorescence kinetic; Potency, µM (top dose mostly 114 µM), for the others: at the highest dose activity change, negative = inhibition, hits mostly inhibitors; 340,000 compounds, 1.3% hits; also: % is scaled to controls: 0 for no effect and ±100 for the full control effect
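Human Pol beta at 10 nM; strand-displacement substrate 50 nM final. Compound exposure 15 min at room temperature before start, reaction 10 min at room temperature.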
BAZ2B block = qHTS Assay for Inhibitors of BAZ2B. Bromodomain adjacent to zinc finger domain protein 2B (Homo sapiens), Q9UIF8. AlphaScreen BAZ2B-H3K14Ac peptide displacement. Potency, µM (highest dose often 114 µM), inactives show at the top dose activity change, negative = inhibition, usual class: inhibitors. 360,000 compounds, 4.4% hits. AID 504333, 2011; also: % is scaled to controls: 0 for no effect and ±100 for the full control effect; nearly all actives have a fitted effect of over 60% in size
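AlphaScreen luminescence quantifies BAZ2B engagement of H3K14Ac peptide; the protein and biotinylated peptide are both at 50 nM final, buffer PBS pH 7.4 with 0.01% Tween-20, all steps at room temperature.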
BLM helicase inh = qHTS Assay for Inhibitors of Bloom's syndrome helicase (BLM) | 350,000 compounds, 0.2% hits | Potency, µM (titrated, usually from 56.1 µM), for inactives: top-dose activity change, negative = inhibition, most hits filed as inhibitors | RecQ-like DNA helicase BLM (Homo sapiens), P54132 | recombinant BLM DNA unwinding, fluorescence dequenching;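 also: plate controls were vehicle for no effect and no enzyme for full effect; nearly all actives have a fitted effect of over 35% in size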
POLH inh = qHTS for Inhibitors of Polymerase Eta; recombinant Pol eta, fluorescent DNA replication assay; Potency, µM (highest dose often 114 µM), without a hit: top-dose activity change, negative = inhibition, hits mostly inhibitors; 390,000 compounds, 1.2% hits; also: % is scaled to controls: 0 for no effect and ±100 for the full control effect
Target sequence (Q9Y253 whole entry, looked up): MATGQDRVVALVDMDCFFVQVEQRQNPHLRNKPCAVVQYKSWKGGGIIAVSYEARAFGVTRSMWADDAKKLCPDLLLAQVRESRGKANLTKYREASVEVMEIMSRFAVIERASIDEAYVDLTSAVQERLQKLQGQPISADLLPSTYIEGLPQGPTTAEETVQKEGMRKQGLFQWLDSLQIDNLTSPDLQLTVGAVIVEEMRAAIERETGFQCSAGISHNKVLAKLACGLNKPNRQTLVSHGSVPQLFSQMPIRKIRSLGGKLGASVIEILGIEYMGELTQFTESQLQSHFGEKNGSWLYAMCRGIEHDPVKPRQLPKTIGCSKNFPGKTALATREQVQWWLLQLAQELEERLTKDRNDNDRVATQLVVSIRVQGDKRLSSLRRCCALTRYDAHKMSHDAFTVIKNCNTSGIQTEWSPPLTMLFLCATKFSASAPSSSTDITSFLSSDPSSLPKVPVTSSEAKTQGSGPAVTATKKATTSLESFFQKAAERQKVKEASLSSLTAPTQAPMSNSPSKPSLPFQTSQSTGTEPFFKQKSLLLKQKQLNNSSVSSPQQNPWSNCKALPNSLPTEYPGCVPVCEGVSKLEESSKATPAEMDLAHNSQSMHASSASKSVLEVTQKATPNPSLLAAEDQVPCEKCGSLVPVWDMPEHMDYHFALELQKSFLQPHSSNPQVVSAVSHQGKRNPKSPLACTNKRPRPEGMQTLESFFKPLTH
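Pol eta at 10 nM preincubated with compounds 15 min at room temperature; reaction started with fluorescent substrate (50 nM final) and read kinetically at 0 and 10 min.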
Anesthetic bind = qHTS Assay for Identification of Novel General Anesthetics. Potency, µM (titrated, usually from 77.5 µM), for the others: at the highest dose activity change, negative = displacement, most hits filed as inhibitors. apoferritin/1-aminoanthracene competitive binding, fluorescence. AID 485281, 2010. Ferritin light chain (Equus caballus), P02791. 350,000 compounds, 0.074% hits; also: % is scaled to controls: 0 for no effect and ±100 for the full control effect; nearly all actives have a fitted effect of over 20% in size
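Concentration-response curves derived by four-parameter Hill fitting of normalized fluorescence, where compounds displaced 1-AMA from 10 uM horse apoferritin following a brief 10 min room-temperature incubation; propofol titration acted as positive control.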
POLI inh = qHTS for Inhibitors of Polymerase Iota. DNA polymerase iota (Homo sapiens), Q9UNA4. Pol iota fluorescent replication assay, 10 min. Potency, µM (top dose mostly 115 µM), without a hit: at the highest dose activity, negative = inhibition, usual class: inhibitors. 390,000 compounds, 1% hits
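Fluorescent replication assay read twice, at 0 min and 10 min after adding 50 nM (final) substrate. Enzyme (10 nM) and compounds were first incubated 15 min at room temperature; enzyme-free buffer wells were negative controls.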
G9a inh = qHTS Assay for Inhibitors of Histone Lysine Methyltransferase G9a; G9a H3K9 monomethylation, AlphaScreen, 2 h; 350,000 compounds, 8.8% hits; Potency, µM (series often up to 102 µM), inactives show top-dose activity, negative = inhibition, most hits filed as inhibitors; Histone-lysine N-methyltransferase EHMT2 (Homo sapiens), Q96KQ7; also: % is scaled to controls: 0 for no effect and ±100 for the full control effect; nearly all actives have a fitted effect of over 75% in size
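AlphaScreen read-out: biotin-H3K9 peptide (500 nM) methylation by 20 nM enzyme with 20 uM SAM, 2 h at room temperature after 15 min compound preincubation; anti-monomethyl H3K9 antibody plus donor/acceptor beads, 10 min dark.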
APE1 inh = qHTS Assay for Inhibitors of the Human Apurinic/apyrimidinic Endonuclease 1 (APE1). Potency, µM (top dose mostly 65.8 µM), for inactives: top-dose activity change, negative = inhibition, usual class: inhibitors. recombinant APE1, TAMRA/BHQ-2 abasic DNA cleavage fluorescence. DNA repair nuclease/redox regulator APEX1 (Homo sapiens), P27695. 350,000 compounds, 0.35% hits;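 also: plate controls were vehicle for no effect and reference inhibitor for full effect; nearly all actives have a fitted effect of over 55% in size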
Target sequence (P27695 whole entry, looked up): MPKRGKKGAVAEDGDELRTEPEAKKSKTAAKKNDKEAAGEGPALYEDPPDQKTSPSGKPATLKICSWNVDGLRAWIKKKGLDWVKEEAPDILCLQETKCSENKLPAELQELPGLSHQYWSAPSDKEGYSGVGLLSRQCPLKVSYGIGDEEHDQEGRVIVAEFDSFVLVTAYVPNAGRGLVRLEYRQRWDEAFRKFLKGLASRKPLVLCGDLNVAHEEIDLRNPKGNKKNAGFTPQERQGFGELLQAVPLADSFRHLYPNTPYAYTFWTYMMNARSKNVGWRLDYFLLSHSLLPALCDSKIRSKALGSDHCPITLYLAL
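0.75 nM APE1 + cpd, 15 min RT; start w/ 50 nM TAMRA/BHQ-2 THF-abasic dsDNA; kinetic fluor 525/598 nm ×3 reads @60 s; Δ(read3−read1); normalized to DMSO and NSC13755 control wells.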
POLK inh = qHTS for Inhibitors of Polymerase Kappa; AID 588579, 2011; Potency, µM (series often up to 107 µM), for the others: at the highest dose activity, negative = inhibition, hits mostly inhibitors; 400,000 compounds, 0.53% hits; DNA polymerase kappa (Homo sapiens), Q9UBT6; purified Pol kappa, fluorescent DNA synthesis assay, 10 min; also: % is scaled to controls: 0 for no effect and ±100 for the full control effect
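50 nM final substrate added after 15 min RT preincubation of 10 nM Pol kappa with compound; fluorescence read at 0 and 10 min.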
* hit, by the source's call; ? = inconclusive; / = no result given; & = joins results of further samples; [ ] = another dose, or the depositor's remark. Calls follow the shape of the dose curve; as a rule, active = well fitted curve in the direction sought with a large enough effect; inconclusive = small, poorly fitted or top-dose-only effect, or another doubt; inactive = no such curve, though single readings can be large; an effect the other way counts as inactive or inconclusive. Potency is read from the fitted curve at half-maximal effect. The list is partial, so the mix of outcomes need not match the whole.

Abbreviations – A = POLB inh; B = BAZ2B block; C = BLM helicase inh; D = POLH inh; E = Anesthetic bind; F = POLI inh; G = G9a inh; H = APE1 inh; I = POLK inh
> Cc1ccc(-c2nn(-c3cc(Cl)ccc3[N+](=O)[O-])c(=O)c3ccccc23)cc1
  A = 3% | B = ? | C = -5% | D = 0% | E = -14% | F = -10% | G = ? | H = 0% | I = -28%
> Cc1ccc(O)c(NC(=O)c2cc(-c3ccc(F)cc3)on2)c1
  A = 39%&-7% | B = -3%&3% | C = -4%&-6% | D = -8%&-21% | E = 3%&-5% | F = ? | G = 9% | H = -2% | I = -5%&-14%
> O=C(COC(=O)C1CC2C=CC1C2)Nc1cccc(S(=O)(=O)N2CCCCC2)c1 (stereo unspecified)
  A = -13% | B = -3% | C = -1% | D = -28% | E = -12% | F = 216%[activator] | G = 10%[59 µM] | H = -4% | I = -13%
> COc1ccc(CNC(=O)c2ccc3c(c2)N(C)CCS3)cc1
  A = 1% | B = -10% | C = -1% | D = -22% | E = 118%[activator] | F = ? | G = -20% | H = 12% | I = -17%
> CC(C)(C)C(=O)Nc1ccc(S(=O)(=O)c2ccc(NC(=O)C(C)(C)C)cc2)cc1
  A = -19% | B = 7% | C = -6% | D = -3% | E = ? | F = -8% | G = ? | H = -3% | I = -17%
> C=CCNCCOCCOc1ccc(Cl)cc1C(C)(C)C
  A = 2% | B = 50µM* | C = 0% | D = -17% | E = -7% | F = 15% | G = 8.9µM* | H = 4% | I = 0%
> CCOc1ccc(NS(=O)(=O)c2ccc(C(=O)NCc3ccccn3)cc2)cc1
  A = / | B = 6% | C = / | D = -17% | E = / | F = 20% | G = 20%[2.33 µM] | H = -1% | I = -4%
> O=c1c2cn[nH]c2[nH]c(=S)n1-c1cccc2ccccc12
  A = 18% | B = -8% | C = -1% | D = -13% | E = -12% | F = 15% | G = 50µM* | H = 4% | I = -9%
> Cc1ccc(-c2csc3nc(C)n(N)c(=O)c23)cc1
  A = 14% | B = -4% | C = -5% | D = -14% | E = -7% | F = 14% | G = 4% | H = 17% | I = 10%
> COc1ccc(NC(=O)c2sc3nc(C)c(C(=O)Nc4ccc(C)cc4C)c(-c4cccs4)c3c2N)cc1
  A = 0% | B = -1% | C = -4% | D = -12% | E = 65%[activator] | F = 18% | G = -42%[59 µM] | H = / | I = -8%

More results.
Abbreviations – A = POLB inh; B = BAZ2B block; C = BLM helicase inh; D = POLH inh; E = Anesthetic bind; F = POLI inh; G = G9a inh; H = APE1 inh; I = POLK inh
> COc1cc(OC)c(Nc2c3c(nc4nc(-c5cccs5)nn24)CCCC3)cc1Cl
  A = -1% | B = 2% | C = -5% | D = -20% | E = -21% | F = ? | G = 1%[59 µM] | H = / | I = -5%[60.1 µM]
> c1ccn2c(SCc3ccc4c(c3)OCCO4)nnc2c1
  A = -1% | B = ? | C = 0% | D = -4% | E = 1% | F = -1% | G = 56µM* | H = 4% | I = 3%
> CC1CCc2nc3ccccc3c(C(=O)OCC(=O)NC3CCS(=O)(=O)C3)c2C1 (stereo unspecified)
  A = 12% | B = / | C = -3% | D = -6% | E = -8% | F = 54%[activator] | G = -39% | H = 2% | I = -15%
> O=C(CC(=O)Nc1ccccc1F)Nc1ccccc1F
  A = -1% | B = -12% | C = -6% | D = 0% | E = -5% | F = -30% | G = 11% | H = 12% | I = -16%
> CCn1c(NCc2ccccn2)nc2ccccc21
  A = -6% | B = 56µM* | C = 8% | D = 4% | E = 1% | F = 19% | G = 8.9µM* | H = 7% | I = -6%
> COc1ccc(/C=C/c2cc(C(F)(F)F)[nH]c(=O)n2)cc1OC
  A = -20% | B = -20% | C = -1% | D = -11% | E = 2% | F = 41%[activator] | G = 8% | H = 6% | I = -3%
> C/C=C/C(=O)Nc1cccc(C2=NOC3(C2)C[C@H](C(N)=O)N(C(=O)/C=C/C)C3)c1 (stereo partly specified)
  A = 3% | B = 0% | C = -2% | D = -1% | E = 1% | F = -16% | G = -3%[59 µM] | H = 3% | I = -15%
> Cc1ccc(NC(=O)c2ccc(C(C)(C)C)cc2)cc1-n1cnnn1
  A = 23% | B = 2% | C = -1% | D = -5% | E = -5% | F = 10% | G = / | H = 16% | I = 2%
> CC(C)(C)OC(=O)NCc1ccc(CNC(=O)c2nc[nH]c2C(=O)N2CCN(c3ccccc3)CC2)cc1
  A = / | B = -10% | C = / | D = -4% | E = / | F = 15% | G = -6%[2.33 µM] | H = -2% | I = -9%
> COc1ccc(OCC(O)CN2CCOCC2)cc1 (stereo unspecified)
  A = -1% | B = 4% | C = -1% | D = -2% | E = -6% | F = 30%[activator] | G = -10%[0.501 µM] | H = -9% | I = -1%

Some of the entries above, set out differently:
COc1ccc(OCC(O)CN2CCOCC2)cc1 (stereo unspecified)
  POLB inh = -1% | BAZ2B block = 4% | BLM helicase inh = -1% | POLH inh = -2% | Anesthetic bind = -6% | POLI inh = 30%[activator] | G9a inh = -10%[0.501 µM] | APE1 inh = -9% | POLK inh = -1%
CC(C)(C)OC(=O)NCc1ccc(CNC(=O)c2nc[nH]c2C(=O)N2CCN(c3ccccc3)CC2)cc1
  POLB inh = / | BAZ2B block = -10% | BLM helicase inh = / | POLH inh = -4% | Anesthetic bind = / | POLI inh = 15% | G9a inh = -6%[2.33 µM] | APE1 inh = -2% | POLK inh = -9%

The list continues.
Abbreviations – A = POLB inh; B = BAZ2B block; C = BLM helicase inh; D = POLH inh; E = Anesthetic bind; F = POLI inh; G = G9a inh; H = APE1 inh; I = POLK inh
> Cc1cccc(NS(=O)(=O)c2c(C)[nH]c(C)c2C(=O)N2CCCC2)c1
  A = -25% | B = -5% | C = 2% | D = -3% | E = -6% | F = 20% | G = -4% | H = 17% | I = 0%
> CC1=C(C#N)c2nc(N)c(C#N)c(C)c2/C1=C\c1ccc(OCC(=O)O)c(Cl)c1
  A = -17% | B = 50µM* | C = -21% | D = 7.9µM* | E = 0% | F = ? | G = 22µM* | H = -11% | I = 79µM*
> CCOC(=O)c1c(C)[nH]c(C(=O)OCCOc2ccccc2C)c1C
  A = 2% | B = -8% | C = 1% | D = -23% | E = -11% | F = 34%[activator] | G = -2%[59 µM] | H = 7% | I = -7%[60.1 µM]
> COc1ccccc1-c1nnc(C2CCN(S(=O)(=O)c3ccc([N+](=O)[O-])cc3)CC2)o1
  A = 2% | B = ? | C = -1% | D = -20% | E = -8% | F = 20% | G = / | H = -2% | I = -12%
> Cc1cc(C)c(OCC(=O)Nc2cccc(-c3nc4ncccc4o3)c2)c(Br)c1
  A = -11% | B = -7% | C = -10% | D = 1% | E = ? | F = -17% | G = -6%[59 µM] | H = / | I = 1%
> CN1CCN(C(=O)c2cc3c(s2)-c2ccccc2S(=O)(=O)C3)CC1
  A = 5% | B = 10% | C = 4% | D = -9% | E = 10% | F = ? | G = ? | H = -3% | I = -12%
> COc1cc(NC(=O)Cn2c(C)cc3ccccc3c2=O)cc(OC)c1OC
  A = 4%&-5% | B = 0%&-8% | C = -8%&-7% | D = -18%&-8% | E = 2%&-8% | F = 9%&-8% | G = -3%[59 µM] | H = 2% | I = 2%&5%
> CC1CC(C)CN(c2ncnc3c2cnn3-c2ccc(Cl)cc2)C1 (stereo unspecified)
  A = -8% | B = 7% | C = -2% | D = -24% | E = 13% | F = 34%[activator] | G = 11%[59 µM] | H = 0% | I = 5%
> C#CC(C)(CC)NC(=O)Cn1nnc(-c2ccc(OCc3c(F)cccc3Cl)cc2)n1 (stereo unspecified)
  A = -8% | B = ? | C = -10% | D = / | E = 43%[activator] | F = -1% | G = -6%[59 µM] | H = / | I = -24%
> CN(C)C(=O)c1ccc(NC(=O)COC(=O)C2CCN(S(=O)(=O)c3ccc4c(c3)OCCO4)CC2)cc1
  A = / | B = 6% | C = / | D = -12% | E = / | F = 15% | G = 40µM* | H = 14% | I = -6%

Remaining list, next part.
Abbreviations – A = POLB inh; B = BAZ2B block; C = BLM helicase inh; D = POLH inh; E = Anesthetic bind; F = POLI inh; G = G9a inh; H = APE1 inh; I = POLK inh
> O=C(COc1ccccc1)N1CCN=C1SCc1cccc(F)c1
  A = 1% | B = 4% | C = -2% | D = -6% | E = -8% | F = 23% | G = 8% | H = -3% | I = -3%
> Cc1ccc(C)c2nc3sc(C(=O)N4CCCc5ccccc54)c(N)c3cc12
  A = 1% | B = 1% | C = -6% | D = -11% | E = -10% | F = 15% | G = ? | H = 2% | I = -1%
> Cc1ccc(C(=O)OCC(=O)NCc2cccc(Cl)c2)cc1S(=O)(=O)N1CCCCC1
  A = / | B = 10% | C = / | D = -2% | E = / | F = 3% | G = -24% | H = -16% | I = -8%
> CCOC(=O)C1CCCN(C(=O)CCC(=O)Nc2ccc3nc(N4CCOCC4)cc(C)c3c2)C1 (stereo unspecified)
  A = 23% | B = 6% | C = 0% | D = -20% | E = 4% | F = 12% | G = ? | H = 10% | I = -4%
> COc1ccc([N+](=O)[O-])cc1NC(=S)NC(NC(=O)C(c1ccccc1)c1ccccc1)C(Cl)(Cl)Cl (stereo unspecified)
  A = 6% | B = -33% | C = -6% | D = -10% | E = -22% | F = -2% | G = -8%[59 µM] | H = -10% | I = -11%
> Cc1cc(C(=O)NNC2CC(=O)N(c3ccc4ccccc4c3)C2=O)c(C)o1 (stereo unspecified)
  A = -11% | B = -18% | C = -2% | D = 3% | E = -14% | F = 141%[activator] | G = -45% | H = -2% | I = -24%
> COc1ccc2cc3c(N)nn(C(=O)c4ccc(OC)c(OC)c4)c3nc2c1
  A = 16µM* | B = 79µM* | C = -28% | D = ? | E = 13% | F = -3% | G = ? | H = 6% | I = -7%
> CCOC(=O)c1c(CN(CC)CC)oc2ccc(OC)cc12
  A = 4% | B = 5% | C = -4% | D = -8% | E = -6% | F = 12% | G = -8%[59 µM] | H = 6% | I = -16%
> NC(=O)c1ccc(SCC(=O)OCC(=O)NCc2cccs2)c([N+](=O)[O-])c1
  A = / | B = 7% | C = / | D = -20% | E = / | F = 23% | G = 15%[2.33 µM] | H = 8% | I = -5%

Source: PubChem
